Ecoli viability: E. coli V3065 growth inhibition, primary screen, counter-screen for AddAB inhibitor project, absorbance, OD600; 330,000 tested, 0.27% active; inhibition, % at 11.9 µM; 18 h;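 active = inhibition above the campaign's mean inhibition across all tested compounds plus 3 SD, cut at about 9.9% in these data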;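 note: uninfected addAB+ strain grown without phage in ampicillin broth; 0% = DMSO wells and 100% = ciprofloxacin 0.95 µg/ml wells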
SR-BI uptake up: activators of SR-BI mediated DiI-HDL uptake, primary screen, ldlA[mSR-BI] CHO cells, DiI fluorescence; 3 h; 100 = double the neutral-control signal; activation, % at 12.5 µM; 320,000 tested, 0.096% active;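 active = mean replicate activation of at least 60% and every replicate at or above 60%; inconclusive = mean or all-replicate condition met, but not both; inactive = mean below 60% and not all replicates reaching 60%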;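 note: 0% = median plate neutral-control signal and 100% = twice that signal; values of inactives mirror those of a sister screen read the other way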
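Test system: SR-BI-overexpressing, LDLR-lacking CHO cells; Medium: Ham's F12 with 0.5% BSA, HEPES 25 mM, pH 7.4; Schedule: 3 h, 37 °C; Technique: bottom-read fluorescence, 550/595 nm.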
CAL PDZ FP-1: CAL PDZ peptide-binding inhibitors, primary screen, biochemical, fluorescence polarization, Cer-tagged CAL PDZ, HTS | AID 504414, 2011 | purified CAL PDZ, TMR-peptide fluorescence polarization, 1 h | 330,000 tested, 0.02% active | inhibition, % at 20 µM;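 active = highest replicate inhibition of at least 40%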;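 note: plate controls were DMSO neutral control wells for no effect and unlabeled competitor peptide control wells for full effect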
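System: purified tagged CAL PDZ domain construct (CerCALP). Schedule: 1 h incubation at room temperature before polarization reading. Medium: 25 mM sodium phosphate pH 7.4, 150 mM NaCl, TCEP, IgG, Thesit. Read-out: percent inhibition from loss of millipolarization. Measured by: FP readout, S and P plane fluorescence. Probe or stimulus: fluorescent TMR peptide probe.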
Wnt act: Wnt/beta-catenin pathway activators, primary screen, cell-based, plate reader, single point | Wnt/beta-catenin reporter cell assay, activator | activation, % at 9.35 µM | 300,000 tested, 1.2% active | AID 743398, 2014; in the data active = activation above about 30%, passing the limit was not always enough; inconclusive = no clear call, values can overlap the other calls;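 note: 0% = neutral control wells and 100% = positive control wells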
MITF act: activators of MITF-driven TRPM1 promoter reporter, primary screen, cell-based, SK-MEL-5, luciferase, single point | SK-MEL-5 TRPM1-promoter luciferase, 24 h; % of positive control, neutral wells = 0 | activation, % at 12.5 µM | 300,000 tested, 0.75% active | AID 588334, 2011;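 active = mean activation of at least 80% with every replicate also reaching 80%; inconclusive = mean reaches 80% but some replicate falls short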;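 note: 0% = neutral control wells and 100% = parthenolide positive control wells; values of inactives mirror those of a sister screen read the other way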
SR-BI DiI inh: inhibitors of SR-BI mediated HDL lipid uptake, primary screen, ldlA[mSR-BI] cells, fluorescence, single point; Scavenger receptor class B member 1 (Mus musculus), Q61009; ldlA[mSR-BI] CHO cells, DiI-HDL uptake fluorescence, 3 h; 320,000 tested, 0.96% active; inhibition, % at 12.5 µM;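 active = mean replicate inhibition of at least 70% and a set share of replicates each scoring 70 or more; inconclusive = meets just one of the two criteria; inactive = fails both criteria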;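 note: 0% = median of neutral control wells and 100% = median of positive control wells; values of inactives mirror those of a sister screen read the other way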
Target sequence (Q61009 whole entry, looked up): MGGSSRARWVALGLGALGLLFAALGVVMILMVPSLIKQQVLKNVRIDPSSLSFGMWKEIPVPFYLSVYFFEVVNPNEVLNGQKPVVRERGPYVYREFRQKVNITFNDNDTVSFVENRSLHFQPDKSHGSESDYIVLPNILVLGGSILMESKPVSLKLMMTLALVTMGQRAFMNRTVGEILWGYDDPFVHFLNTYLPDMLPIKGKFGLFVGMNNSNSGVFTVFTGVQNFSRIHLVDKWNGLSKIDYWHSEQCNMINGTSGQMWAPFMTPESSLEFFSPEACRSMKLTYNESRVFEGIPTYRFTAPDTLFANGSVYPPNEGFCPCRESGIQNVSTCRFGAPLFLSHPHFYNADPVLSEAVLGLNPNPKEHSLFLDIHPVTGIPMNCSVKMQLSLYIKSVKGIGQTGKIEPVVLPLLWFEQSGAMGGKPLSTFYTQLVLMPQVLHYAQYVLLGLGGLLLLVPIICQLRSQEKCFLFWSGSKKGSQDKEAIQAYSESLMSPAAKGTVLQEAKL
phage Ecoli inh: growth loss of phage-infected E. coli, primary screen, RecBCD inhibitor project, absorbance, with phage, HTS. inhibition, % at 11.9 µM. 360,000 tested, 0.26% active; in the data active = inhibition above about 11%
Tat transport: E. coli Tat export inhibitors, primary screen, MC4100, TorA-mCherry reporter, fluorescence, single point | inhibition, % at 10 µM | 340,000 tested, 0.036% active;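 active = mean replicate inhibition at least 50% and at least half of replicates individually reaching 50%; inconclusive = only one of the two criteria met; inactive = neither criterion met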;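 note: exported cargo escapes ClpAP degradation while cytoplasmic cargo is degraded and loses fluorescence; 0% = median of neutral control wells and 100% = median of NaSCN control wells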
CAL PDZ FP-2: untagged CAL PDZ binding inhibitors, primary screen, biochemical, fluorescence polarization, HTS. Golgi-associated PDZ and coiled-coil motif-containing protein (Homo sapiens), Q9HD26. purified CAL PDZ, TMR-peptide fluorescence polarization, 1 h. inhibition, % at 24.9 µM. 300,000 tested, 0.92% active. AID 602252, 2012;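 active = mean inhibition of at least 30% with at least half of replicates also reaching 30%; inconclusive = no clear call, values can overlap the other calls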;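 note: 0% = DMSO neutral control and 100% = excess unlabeled competitor peptide PRC23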
AddAB inh: growth inhibition of E. coli expressing H. pylori AddAB, primary screen, AddAB inhibitor project, absorbance; inhibition, % at 11.9 µM; 330,000 tested, 0.29% active; AID 435030, 2010; in the data active = inhibition above about 12%;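 note: 0% = vehicle wells of infected cells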
Numbers without * were called inactive; ? = inconclusive; / = no result given.

mol	Ecoli viability	SR-BI uptake up	CAL PDZ FP-1	Wnt act	MITF act	SR-BI DiI inh	phage Ecoli inh	Tat transport	CAL PDZ FP-2	AddAB inh
CC(=O)OC(C[N+]1(C)CCCCCC1)c1ccccc1 (centres undefined)	0.6	-7	1.0	-1	-12	7	3.9	-5	1	1.3
COc1cc(Cl)c(C)cc1NC(=O)CSc1sc2c(O)cc(=O)[nH]c2c1C#N	0.2	-4	-1.5	-5	-6	4	-2.5	8	-7	3.8
COc1ccccc1NC(=O)Nc1ccc2c(c1)nc(C)n2C	-2.5	6	8.7	1	65	-6	2.8	4	-4	2.5
CCOc1ccc(NC(=O)CSc2nnc(C3CC3)n2C)cc1	1.8	20	1.0	-2	13	-20	4.6	2	-3	0.1
CCOC(=O)c1ccc(N/C=C2/CCCC(C)C2=O)cc1 (centres undefined)	-0.3	-6	-0.5	/	74	6	3.8	0	-2	2.0
Cn1ccsc1=NC(=O)c1ccc(S(C)(=O)=O)cc1	-2.3	6	-3.9	10	16	-6	-1.8	11	-3	2.0
COC1=CC(=O)C(O)=C(CCCCCCC/C=C/CCCCCCCC2=C(O)C(=O)C=C(OC)C2=O)C1=O	2.0	13	1.0	/	-3	-13	/	3	-5	11
O=C(CSc1nc2[nH]ncc2c(=O)[nH]1)Nc1ccc(OC(F)(F)F)cc1	2.2	17	-2.9	-1	0	-17	1.3	-5	-2	1.7
CCC[N+](CC#Cc1ccccc1)(CCC)CC(=O)OCC	0.8	16	1.1	/	5	-16	2.6	0	-2	1.5
O=C1NCC(Nc2ccc(Br)cc2)C(=O)N1 (centres undefined)	/	17	-0.2	-1	7	-16	1.0	1	0	/
CC(NC(=O)c1ccc(Br)o1)C1CC2CCC1C2 (centres undefined)	-0.2	-1	0.1	0	-6	1	-0.3	-6	-4	0.4
O=C(COC(=O)c1cncc(Br)c1)NCc1ccc2c(c1)OCO2	-1.2	/	-0.1	-4	2	/	-2.8	0	0	2.2
O=C(/C=C/c1cccc([N+](=O)[O-])c1)Nc1cccc(NC(=O)c2ccco2)c1	0.6	-21	-1.2	0	12	21	2.7	-1	1	1.1
O=S(=O)(Nc1cccc(Oc2cnccn2)c1)c1ccc(F)cc1	-0.4	-30	-2.7	0	2	30	3.0	-2	-1	1.7
CC(C)C[C@@H](C(=O)O)N(Cc1cccc(CN([C@@H](CC(C)C)C(=O)O)S(C)(=O)=O)c1)S(C)(=O)=O	-2.5	17	0.9	-2	10	-17	1.4	-2	-1	0.2
Cc1ccc(Cn2c(N)nc3ccccc32)cc1	2.1	-19	-18	-3	-7	19	3.5	-4	-4	5.7
Cc1ccc(C2=NS(=O)(=O)N(C)C(C(=O)NCc3ccco3)=C2)cc1	5.6	-5	-0.8	-2	/	5	3.3	-10	/	26*
COCC(C)NC(=O)/C(=C/c1ccccc1)c1ccccc1 (centres undefined)	0.5	32	-1.5	5	-5	-32	2.8	-1	-6	0.6
COc1ccc(S(=O)(=O)Nc2ccc(NC(C)=O)cc2)cc1OC	1.2	9	0.2	3	-11	-9	1.0	29	0	0.4
CN(C)c1nc2c(cnn2C)c(=O)[nH]1	/	-20	-3.6	-3	1	20	3.7	-7	-1	/
Cc1ccc(CSc2nnc(-c3ccccn3)n2C)cc1	-0.1	5	-1.0	10	/	-5	2.6	-11	-2	1.7
CC(=O)N1CCN(c2cc(N3CCCC3)c(F)cc2[N+](=O)[O-])CC1	0.1	-58	-1.6	-1	5	58	-0.3	-1	-3	1.5
O=C(N/N=C/c1cccc([N+](=O)[O-])c1)c1ccc(Br)cc1	-0.9	-46	-2.1	1	22	46	1.1	-5	-2	0.7
CCN(CC)c1ccc(NC(=O)c2ccco2)c(C)c1	3.1	13	-1.4	/	30	-13	0.8	3	/	5.3
CN1CCn2c1nc(N1CCOCC1)nc2=O	-1.6	8	-0.3	0	/	-8	2.4	-6	/	1.6

The closing 2 records of the part above are carried over, then new ones follow.
mol	Ecoli viability	SR-BI uptake up	CAL PDZ FP-1	Wnt act	MITF act	SR-BI DiI inh	phage Ecoli inh	Tat transport	CAL PDZ FP-2	AddAB inh
CCN(CC)c1ccc(NC(=O)c2ccco2)c(C)c1	3.1	13	-1.4	/	30	-13	0.8	3	/	5.3
CN1CCn2c1nc(N1CCOCC1)nc2=O	-1.6	8	-0.3	0	/	-8	2.4	-6	/	1.6
NC(=O)CN1C(=O)C(=O)N(Cc2ccccc2Cl)C1=O	-0.7	10	-0.4	1	-1	-10	0.6	2	-1	-3.0
O=C(O)c1ccc(N/N=C/C=C/c2ccc([N+](=O)[O-])o2)cc1	8.5	1	-0.3	1	15	-1	8.1	1	-5	14*
Cc1ccccc1NC1=NC(C)(C)N=C(N)N1	-1.6	3	-0.4	1	11	-3	2.2	-5	4	0.0
c1ccc2c(c1)Cn1c-2nc2ccccc21	1.6	/	-4.8	/	-6	/	1.2	-2	-3	1.4
Cc1ccc(C(=O)Nc2ccc(N3CCCCC3)cc2)cc1	1.2	-25	-0.1	?	106*	25	3.9	-3	-2	5.5
CC(=O)NCCc1nc2cc(NC(=O)c3cccc([N+](=O)[O-])c3)ccc2n1C	/	39	-1.5	/	52	-39	/	-1	0	/
Cc1ccc(S(=O)(=O)CCC(=O)OCC(=O)NCCc2ccc(S(N)(=O)=O)cc2)cc1	0.1	-5	-0.3	-1	/	5	2.7	-14	15	1.3
CCOC(=O)C1CCCn2c1nc1sc3c(c1c2=O)CCCC3 (centres undefined)	-2.5	12	-0.2	/	3	-12	2.4	2	-4	-0.2
Cc1ccc(/C=N\NC(=O)/C(=C\Nc2nccc(C)n2)NC(=O)c2ccccc2)cc1	0.6	/	-2.7	0	2	/	2.3	-9	-5	1.6
CCCCSCc1nc2ccccn2c1Br	-1.1	6	-2.1	2	19	-6	3.7	9	/	2.6
OC(CNCc1ccccc1Cl)C(F)(F)F (centres undefined)	0.8	9	-0.8	-1	-1	-9	4.0	-8	/	2.4
COc1ccc(OC)c(C2=Nn3c(nnc3-c3cccc(OC(C)C)c3)SC2)c1	0.3	-22	-1.9	/	15	22	4.9	-3	/	1.7
COc1ccc(NS(=O)(=O)c2cccc3cccnc23)cc1	0.0	42	-2.4	-2	-10	-42	2.9	-3	1	2.5
O=C1c2ccc(Br)cc2C(=O)N1c1ccc(Cc2ccncc2)cc1	/	15	-0.1	0	-6	-15	0.5	6	12	/
C[C@H](CO)N1C[C@H](C)[C@@H](CN(C)S(=O)(=O)c2ccc(F)cc2)Oc2ccc(NC(=O)C3CCCCC3)cc2C1=O	-1.7	-20	2.4	-1	-5	20	3.4	-5	-3	2.2
O=C(COC(=O)c1ccc[nH]c1=O)NC1CCCCCC1	1.7	10	-0.7	3	17	-10	5.3	-2	-7	4.2
CN(C)C(=O)c1nnsc1Sc1ccc(Cl)cc1	-0.4	-4	-0.4	1	18	4	3.9	-5	0	1.4
O=c1oc2cc(Br)ccc2n1CSC1=NCCS1	-0.3	-4	0.0	6	12	4	1.3	-2	-3	1.8
CS(=O)(=O)N(CC(=O)N1CCCC1)c1cc(Cl)c(Cl)cc1Cl	-2.4	10	-2.3	-2	0	-10	/	-1	-2	-2.7
CCN(c1ccccc1)S(=O)(=O)c1ccc(Cl)c(C(=O)NCC2CCCO2)c1 (centres undefined)	0.0	13	-0.9	-1	-6	-13	0.8	-6	-5	0.0
COC(=O)c1cccc(NC(=O)c2ccc(S(=O)(=O)N3CCN(C)CC3)cc2)c1	-0.6	-8	-0.6	-1	-6	8	0.5	-2	-4	-0.3
c1ccc(-c2nnc3n2CCCC3)cc1	-1.2	8	-1.1	/	1	-8	0.9	-2	/	0.0
O=C(COC(=O)C1CCN(S(=O)(=O)c2ccc3c(c2)OCCO3)CC1)NC1CCS(=O)(=O)C1 (centres undefined)	9.8*	11	-3.3	6	7	-10	0.2	-3	-4	26*
Cc1cc(C)cc(NC(=O)CCN2CCCC2)c1	-0.2	-3	-0.6	0	8	3	1.9	12	/	3.6
O=C(N[C@@H](Cc1c[nH]c2ccccc12)C(=O)O)C1CCN(S(=O)(=O)c2cccs2)CC1	0.7	2	/	1	-2	-2	2.4	-6	71*	1.4

Entries listed so far printed as active in MITF act:
Structure,SR-BI uptake up,CAL PDZ FP-1,Wnt act,MITF act,SR-BI DiI inh,phage Ecoli inh,Tat transport,CAL PDZ FP-2
Cc1ccc(C(=O)Nc2ccc(N3CCCCC3)cc2)cc1,-25,-0.1,?,106*,25,3.9,-3,-2

Copied from the list.
Ecoli viability with CCCCSCc1nc2ccccn2c1Br stands at -1.1
Tat transport with C[C@H](CO)N1C[C@H](C)[C@@H](CN(C)S(=O)(=O)c2ccc(F)cc2)Oc2ccc(NC(=O)C3CCCCC3)cc2C1=O stands at -5
AddAB inh with O=C(N[C@@H](Cc1c[nH]c2ccccc12)C(=O)O)C1CCN(S(=O)(=O)c2cccs2)CC1 stands at 1.4

Later entries.
mol	Ecoli viability	SR-BI uptake up	CAL PDZ FP-1	Wnt act	MITF act	SR-BI DiI inh	phage Ecoli inh	Tat transport	CAL PDZ FP-2	AddAB inh
O=S(=O)(c1ccc(F)cc1)N1CCN(c2ccc(F)cc2)CC1	2.5	-3	-0.3	-2	/	3	3.8	-5	/	1.6
Cc1ccn2c(NCc3ccccc3)c(-c3cccs3)nc2c1	4.4	-52	-0.9	-5	36	52	2.0	9	-3	1.7
O=C(NC(=S)NC1CCS(=O)(=O)C1)c1cccc([N+](=O)[O-])c1 (centres undefined)	-1.4	19	-2.5	4	-1	-19	-0.6	-2	-2	-0.6
CCCCN(Cc1nc2ccccc2c(=O)[nH]1)C(=O)CN1C(=O)NC2(CCCCC2)C1=O	-0.7	41	-0.5	2	-20	-41	-0.1	5	-6	-0.9
CCCn1c2ccccc2c2nnc(SCC(=O)Nc3ncccn3)nc21	3.1	18	0.1	/	-10	-18	5.0	-4	-4	2.1
O=C(c1ccccn1)N1CCCC(N2CCN(c3cccc(C(F)(F)F)c3)CC2)C1 (centres undefined)	-1.7	-10	-0.3	0	10	10	1.9	13	7	3.2
CC(C)(C)c1ccc(OCC(=O)NC2CCS(=O)(=O)C2)cc1 (centres undefined)	1.6	23	-2.4	/	-9	-23	1.0	0	-3	1.3
